Compound activity: PubChem, National Center for Advancing Translational Sciences (NCATS)
Giardia FBPA inh – qHTS Assay for Inhibitors of Fructose-1,6-bisphosphate Aldolase from Giardia Lamblia. A8B2U2. 290,000 tested, 0.71% active. Potency, µM (series often up to 59.6 µM), inactives show top-dose activity, negative = inhibition, hits mostly inhibitors. purified Giardia FBPA; also: potency is read from the fitted curve at half-maximal effect; % is scaled to controls: 0 for no effect and ±100 for the full control effect; nearly all actives have a fitted effect of over 55% in size
Target sequence (A8B2U2 whole entry, looked up): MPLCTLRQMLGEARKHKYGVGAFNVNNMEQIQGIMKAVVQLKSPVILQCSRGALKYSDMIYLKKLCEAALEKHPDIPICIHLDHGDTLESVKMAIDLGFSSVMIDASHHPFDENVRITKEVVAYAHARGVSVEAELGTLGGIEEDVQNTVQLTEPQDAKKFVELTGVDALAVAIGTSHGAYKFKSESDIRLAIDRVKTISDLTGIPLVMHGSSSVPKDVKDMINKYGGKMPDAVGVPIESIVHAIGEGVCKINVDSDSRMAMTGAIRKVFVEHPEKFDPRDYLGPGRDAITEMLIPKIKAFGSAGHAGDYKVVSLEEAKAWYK
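Giardia FBPA (40 nM reagent) was preincubated 10 min at RT with compound (up to 57.5 uM final), then substrate plus GAPDH/TPI/NAD/arsenate coupling system with diaphorase/resazurin was added; resorufin fluorescence (525/598 nm) was read after 20 min.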
Pf growth 96h – Primary qHTS for delayed death inhibitors of the malarial parasite plastid, 96 hour incubation; 320,000 tested, 6.9% active; P. falciparum luciferase reporter growth, 96 h; Potency, µM (highest dose often 28.7 µM), for the others: top-dose activity change, negative = inhibition, hits mostly inhibitors; also: potency is read from the fitted curve at half-maximal effect; % is scaled to controls: 0 for no effect and ±100 for the full control effect
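Parasite growth measured via integrated firefly luciferase reporter in P. falciparum. Infected erythrocytes at 2% hematocrit, 0.05% parasitemia final were treated 96 hours at 37 C under 5% CO2, and luminescence was read.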
Shiga inhibitor – A qHTS for Small Molecule Inhibitors of Shiga Toxin. Vero cells, Shiga toxin protein synthesis inhibition reporter. inhibition, % at 38.7 µM. 290,000 tested, 9.2% active. AID 2315, 2010; in the data active = inhibition mostly above about 28%, no sharp cut-off; inactive = mostly below about 43%; also: 0% is about no effect
CHX counter – Cycloheximide Counterscreen for Small Molecule Inhibitors of Shiga Toxin; AID 2314, 2010; 300,000 tested, 12% active; max response, %; cell reporter, cycloheximide protein synthesis inhibition counterscreen; in the data active = max response mostly above about 13%, no sharp cut-off; inactive = mostly below about 14%; also: read at 38.3 µM for the half of the compounds with a filed dose; 0% is about no effect
Sm TGR block – qHTS Assay for the Inhibitors of Schistosoma Mansoni Peroxiredoxins; purified TGR, DTNB reduction, TNB absorbance 405 nm; Potency, µM (doses to about 114 µM), without a hit: at the top dose activity change, negative = inhibition, hits mostly inhibitors; 360,000 tested, 3% active; Schistosoma mansoni thioredoxin glutathione reductase (TGR), Q962Y6; AID 485364, 2010; also: potency is read from the fitted curve at half-maximal effect; % is scaled to controls: 0 for no effect and ±100 for the full control effect; nearly all actives have a fitted effect of over 60% in size
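First, TGR (20 nM dispensed) and NADPH were mixed with compound. Second, a 15 min room-temperature incubation followed. Third, further NADPH and then DTNB were added to start the reaction. Finally, TNB absorbance was monitored kinetically.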
Pf growth 48h – Primary qHTS for delayed death inhibitors of the malarial parasite plastid, 48 hour incubation; P. falciparum luciferase growth in erythrocytes, 48 h; Potency, µM (highest dose often 28.7 µM), for the others: top-dose activity change, negative = inhibition, hits mostly inhibitors; 310,000 tested, 5.9% active; AID 504832, 2011; also: potency is read from the fitted curve at half-maximal effect; % is scaled to controls: 0 for no effect and ±100 for the full control effect
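Firefly luciferase activity from engineered P. falciparum reports growth; inhibitors lower the luminescent signal. Cultures contained 2% hematocrit erythrocytes at 0.1% final parasitemia.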
Starred values were filed as active, the others as inactive; i = inactive; ? = inconclusive; · = no result given; [ ] = another dose, or the depositor's remark. Unless noted, calls follow the shape of the dose curve; as a rule, active = well fitted curve in the direction sought with a large enough effect; inconclusive = small, poorly fitted or top-dose-only effect, or another doubt; inactive = no such curve, though single readings can be large; an effect the other way counts as inactive or inconclusive.

Values run as follows: Giardia FBPA inh	Pf growth 96h	Shiga inhibitor	CHX counter	Sm TGR block	Pf growth 48h
> CCN(C(=O)c1cc2c(C)nc3ccccc3c2o1)c1cc(Cl)ccc1OC
    1.9%	0.0%	-9.6	-2.4	-5.4%	?
> Cc1ccc(C(=O)Nc2ccc(C(=O)O)cc2NC(=O)c2ccc(C)cc2)cc1
    11.1%	2.7%	22.0	10.4	-7.5%	312.4%[activator]
> Cc1ccc(S(=O)(=O)NC(C(=O)OCC(=O)NC2CCS(=O)(=O)C2)C(C)C)cc1 (configuration not stated)
    0.4%	10.4µM*	17.0	-1.4	4.0%	14.3%
> COC(=O)c1ccc(COc2ccc(/C=N/O)cc2)o1
    -18.0%	?	20.2	4.4	?	0.0%
> O=C(NCC(=O)N(CCc1ccccc1)C(C(=O)NC1CCCCC1)c1ccncc1)c1ccco1 (configuration not stated)
    11.0%	11.4%	-15.4	-1.1	?	?
> CCOC(=O)n1c(=O)oc2cc(S(=O)(=O)N3CCOCC3)ccc21
    7.1%	·	-17.5	-9.8	1.4%	14.8%
> COc1ccc(CNCCc2ccc3c(c2)OCO3)c(OC)c1OC
    ?	1.3%	-12.2	-0.8	?	-10.5%
> CN(C)S(=O)(=O)c1ccc(N2C(=O)CC2(/C=C/c2ccccc2)C(=O)NC2CCCC2)cc1 (configuration not stated)
    -5.5%	?	-13.1	4.0	-4.4%	?
> O=C(Nc1nnc(-c2ccccc2)s1)c1ccccc1O
    -14.5%	121.0%[activator]	30.3	12.5	9.7%	118.7%[activator]
> CCN1CCN(C(=S)NCC(C)C)CC1
    ?	9.0%	-7.7	-0.9	-7.9%	-10.8%
> CCCCNC(=O)C1CC(=O)N(CCc2ccc(C)cc2)C1 (configuration not stated)
    4.3%	-0.8%	-8.2	-7.2	-2.9%	-36.5%[0.00184 µM]
> COc1ccc(NC(=S)N2CCN(C(=O)c3ccco3)CC2)cc1OC
    ·	?	6.5	-2.1	-3.5%	-0.9%
> CC(=O)Nc1ccc(S(=O)(=O)NCC2CCC(C(=O)NCCCN3CCCC3=O)CC2)cc1 (configuration not stated)
    7.2%	?	-4.8	-1.6	1.6%	-1.4%
> COc1ccccc1-c1noc(-c2ccccc2C(=O)N2CCOCC2)n1
    16.0%	-12.4%	-11.0	-2.6	7.0%	18.9%
> CCOC(=O)C1CCCCN1S(=O)(=O)c1ccc2c(c1)CC(C)N2C(=O)C1CCC1 (configuration not stated)
    11.0%	27.4%	-3.4	7.3	-7.9%	?
> CCOc1cc(CNCc2ccccn2)ccc1OCC(=O)NC(C)(C)C
    22.2%	-16.0%	9.2	10.8	-5.9%	-1.8%
> CC(C)(C)C(=O)N1CCN(c2ccc([N+](=O)[O-])cc2-n2cccc2)CC1
    -0.3%	?	11.2	-3.4	6.0%	?
> COc1ccc(OC)c(N)c1
    ?	16.5µM*	-13.8	-7.3	-42.6%	9.28µM*
> O=C(OCC(=O)N1CCCC1)c1cc(Cl)ccc1[N+](=O)[O-]
    2.4%	25.0%	6.7	-2.9	-8.5%	-9.4%
> COc1ccccc1N1CCN(C(C)C(=O)N2CC(C)OC(C)C2)CC1 (configuration not stated)
    5.61µM*	11.6%	-2.7	-0.3	-2.0%	5.9%

Of the compounds above, these have a halogen.
Values run as follows: Giardia FBPA inh	Pf growth 96h	Shiga inhibitor	CHX counter	Sm TGR block	Pf growth 48h
> CCN(C(=O)c1cc2c(C)nc3ccccc3c2o1)c1cc(Cl)ccc1OC
    1.9%	0.0%	-9.6	-2.4	-5.4%	?
> O=C(OCC(=O)N1CCCC1)c1cc(Cl)ccc1[N+](=O)[O-]
    2.4%	25.0%	6.7	-2.9	-8.5%	-9.4%

New compounds follow:
Values run as follows: Giardia FBPA inh	Pf growth 96h	Shiga inhibitor	CHX counter	Sm TGR block	Pf growth 48h
> COCCn1c(=NC(=O)c2cc(-c3cccs3)nc3ccccc23)sc2cc(S(N)(=O)=O)ccc21
    -2.4%	-15.8%	-1.0	1.0	3.6%	2.2%
> O=C(OCC(=O)N1CCCCCC1)c1ccc([N+](=O)[O-])cc1Cl
    1.9%	-11.4%	27.1	15.0*	-2.4%	?
> COc1ccc(-c2csc(NC3=NCCCCC3)n2)cc1
    -16.2%	35.1%[activator]	108.3*	33.3*	-9.0%	43.3%[activator]
> CCn1cc(C(=O)N2CCN(C3CCCCC3)CC2)c2cc(OC)c(OC)cc2c1=O
    -10.0%	?	3.4	-1.9	-2.4%	?
> Fc1cccc(-c2cc3nc4c(c(N5CCOCC5)n3n2)CCCC4)c1
    0.8%	?	48.4*	51.9*	0.0%	8.28µM*
> C=CCNC(=O)CN1CCN(C(c2ccccc2)c2ccccc2)CC1
    ?	13.1µM*	-8.6	-1.9	-14.4%	?
> CCCC(=O)Nc1sc2c(c1C#N)CC(C)(C)NC2(C)C
    0.9%	2.08µM*	-8.7	-3.2	-10.4%	11.0%
> c1coc(-c2nn3c(-c4ccco4)nnc3s2)c1
    -4.7%	?	11.9	10.3*	14.1µM*	8.1%
> O=C(CSc1nc(O)cc(=O)[nH]1)Nc1ccc2c(c1)CCC2
    5.3%	27.0%	-7.6	-2.5	-17.6%	1.2%
> O=C(Nc1c(C(=O)N2CCN(c3ccccn3)CC2)oc2ccccc12)c1cccc([N+](=O)[O-])c1
    18.5%	33.7%[activator]	-12.2	-7.4	-4.6%	?
> CCC(=O)c1ccc(OCC(=O)Nc2cccc(S(=O)(=O)N3CCCCCC3)c2)cc1
    ·	?	·	·	0.9%	?
> CNC(=O)COC(=O)c1ccccc1C(=O)c1ccc(Cl)c([N+](=O)[O-])c1
    -11.9%	-3.7%	41.2	33.4*	35.5µM*	?
> Cc1ccc2cc(CN(CCN3CCOCC3)Cc3nnnn3Cc3ccco3)c(=O)[nH]c2c1C
    ?	?	3.0	-5.5	35.5µM*	-14.8%
> CCOC(=O)c1[nH]c2ccc(F)cc2c1NC(=O)CCN1CCSCC1
    -1.8%	·	29.2	-3.9	5.4%	-4.7%
> CCCCCCc1cc2cc(S(=O)(=O)c3ccc(C)cc3)c(=O)oc2cc1O
    11.0%	19.8%	-12.9	-3.3	-12.5%	16.1%
> Cc1ccnc(N=Cc2nc(-c3ccccc3Br)oc2O)c1
    1.2%	-1.0%	117.9*	26.6*	-3.4%	i
> Cc1ccc2nc(-c3ccccc3)nc(SC(C)C(=O)NCc3cccs3)c2c1 (configuration not stated)
    2.7%	-11.5%	-0.6	-1.2	1.0%	-8.4%
> Cc1c[nH]c2cccc(OCC(O)CNC(C)(C)C)c12 (configuration not stated)
    ?	16.3%	-11.8	2.0	-9.5%	8.0%
> COc1ccc(-c2noc(CCC(=O)Nc3cc(Cl)c(OC)cc3OC)n2)cc1
    -15.2%	?	45.8*	41.3*	0.2%	·
> CC(=O)Nc1ccc(NC(=O)C(C)OC(=O)CCCOc2ccc(Cl)cc2C)cc1 (configuration not stated)
    ·	13.2%	·	·	-6.0%	3.0%

Individual results from above.
In Sm TGR block, Fc1cccc(-c2cc3nc4c(c(N5CCOCC5)n3n2)CCCC4)c1 has the entry 0.0%
In Pf growth 48h, COCCn1c(=NC(=O)c2cc(-c3cccs3)nc3ccccc23)sc2cc(S(N)(=O)=O)ccc21 has the entry 2.2%

Other entries.
Values run as follows: Giardia FBPA inh	Pf growth 96h	Shiga inhibitor	CHX counter	Sm TGR block	Pf growth 48h
> COCC(=O)Nc1cc(C)cn(Cc2cccc(C(F)(F)F)c2)c1=O
    -8.4%	?	-3.9	-2.7	-14.2%	0.0%
> c1ccc2c(c1)OCCOCCOCCOCCOc1ccccc1OCCOCCOCCO2
    1.0%	11.7µM*	-9.6	-5.1	-8.9%	-23.7%
> Cc1cc(C#N)c(C)c(SCc2[nH]nc3c2C(c2ccccc2)C(C#N)=C(N)O3)n1 (configuration not stated)
    -20.1%	?	-0.5	-0.3	?	-19.1%
> CCN(CC)S(=O)(=O)c1ccc(OCC(=O)NCc2ccccc2)cc1
    15.5%	9.28µM*	-3.4	-1.1	-8.9%	?
> CC(=O)N1CCN(C(=S)NCc2ccccc2)CC1
    11.7%	25.1%	-5.2	0.7	1.8%	14.6%
> C=CCSc1nnc(-c2cc3c(C(F)(F)F)nn(C)c3s2)n1C
    -8.8%	-17.7%	-23.5	-3.4	17.6%	19.8%
> Cc1[nH]c(=O)[nH]c(=O)c1S(=O)(=O)Nc1ccc(F)c(Cl)c1
    9.1%	36.1%[activator]	2.3	1.2	4.3%	13.4%
> O=C(O)c1cnn(-c2ccccc2)c1-c1ccncc1
    4.6%	-29.4%	17.6	-6.3	-9.7%	12.0%[0.00184 µM]
> O=C(c1cc(-c2ccncc2)nc2ccccc12)N1CCOCC1
    ·	7.6%	·	·	-3.2%	9.9%
> CCOc1c(Br)ccc2c1sc1nc[nH]c(=O)c12
    -0.1%	9.28µM*	-14.9	-7.9	-4.6%	-2.4%
> S=c1[nH]nc(-c2ccccn2)n1/N=C/c1ccc(Cl)c(Cl)c1
    -13.9%	39.8%[activator]	-11.1	-2.3	0.6%	0.5%
> CC(C)Cn1c(N)c(C(=O)COC(=O)c2ccc(Cl)cc2)c(=O)n(C)c1=O
    -7.2%	-28.3%	-3.4	3.3	32.6%	?
> COCCn1c(SCC(=O)Nc2cc(OC)ccc2OC)nc2c(c1=O)SC(C)C2 (configuration not stated)
    1.8%	-29.5%	-15.5	-1.7	0.9%	?
> OC(CNCCc1ccc(C(F)(F)F)cc1)COc1cccc2ccccc12 (configuration not stated)
    -7.7%	6.57µM*	-13.6	-5.0	0.8%	7.38µM*
> Cc1cccc(C)c1N1C(=O)C(Cl)=C(N2CCCC2)C1=O
    -0.7%	?	-13.2	1.1	5.6%	?
> O=C(c1ccc(CS(=O)c2cccc(Cl)c2)o1)N1CCN(c2ccccn2)CC1 (configuration not stated)
    -11.0%	7.38µM*	-5.5	24.2	-15.3%	?
> Cc1ccc(/C=C/C(=O)O)cc1S(=O)(=O)N1CCCCC1
    9.3%	52.1%[activator]	-1.6	-3.2	-16.0%	-4.4%
> CN1/C(=C\C=C2C(=O)NC(=O)NC2=O)C(C)(C)c2ccccc21
    -2.7%	?	69.4	-5.3	44.0%[activator]	0.9%
> COc1ccc2c(c1)sc(=N)n2CC(=O)Nc1cc(C)cc(C)c1
    0.0%	?	-1.6	3.9	-0.7%	?
> C=C(C)Cn1c(CCNC(=O)c2ccco2)nc2ccccc21
    0.8%	-17.8%	-8.3	0.7	4.3%	-3.1%
> O=C(OCC(=O)N1CCN(C(=O)c2ccco2)CC1)c1sc2ccccc2c1Cl
    -1.7%	?	-19.1	-3.0	-15.3%	19.7%
> Cc1ccc(S(=O)(=O)NCc2nc(-c3ccccc3)no2)cc1
    ·	30.5%[activator]	-4.3	-1.4	-34.1%	-0.6%
